PhoP inhibition – inhibitors of PhoP regulon expression, primary screen, Salmonella Typhimurium, GFP reporter (AID 1863) | S. Typhimurium PhoP-regulated promoter GFP reporter, 4 h; higher % means a stronger effect | one-dose inhibition, % at 50 µM; IC50 in µM for titrated hits | actives 0.16% (n = 300,000);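 active means inhibition over 29.93%, a cutoff 3 SD above the screen mean, later confirmed by dose response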;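 further: 0% = low Mg2+ inducing control and 100% = high Mg2+ repressing control; strong numbers were not always called active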
Rac1 GTP hydrolysis – MgcRacGAP GTPase-activating activity inhibitors, confirmation, biochemical, ADP Hunter fluorescence. inhibition, % at 30 µM, or IC50 in µM where a hit was titrated. Rac GTPase-activating protein 1 (Homo sapiens). MgcRacGAP-stimulated Rac1 GTP hydrolysis, ADP Hunter fluorescence; higher % means a stronger effect; GST-tagged Rac1 F28L mutant substrate. actives 0.6% (n = 340,000). AID 624330, 2012;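 active means first-screen hits whose inhibition reached a set limit at any dose in the follow-up dose series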;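 further: fluorescence reports GDP produced by GAP-driven GTP hydrolysis; strong numbers were not always called active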
GPR35 arrestin U2OS – GPR35 antagonists blocking zaprinast-driven arrestin recruitment, primary screen, imaging, U2OS, beta-arrestin-GFP, zaprinast agonist (AID 2058); U2OS GPR35 beta-arrestin-GFP translocation imaging, zaprinast antagonism; higher % means a stronger effect; actives 0.052% (n = 290,000); inhibition, % at 10 µM; hits with a dose series show IC50 in µM;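 active means inhibition of at least 50% with at least 30 cells and total cytoplasm GFP at most 10,000,000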
NTR1 ag – agonists of NTR1, primary screen, imaging, U2OS cells, beta-arrestin-GFP, high content (AID 493036) | activation, % at 20 µM | Neurotensin receptor type 1 (Homo sapiens), P30989 | actives 0.17% (n = 330,000) | NTR1-U2OS beta-arrestin-GFP spot imaging, agonist mode;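 active means activation at or above 40% of the spot to cytoplasm intensity ratio, with at least 20 cells analyzed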;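 further: 0% = DMSO without peptide and 100% = 100 nM NTR1 peptide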
Target sequence (P30989 whole entry, looked up): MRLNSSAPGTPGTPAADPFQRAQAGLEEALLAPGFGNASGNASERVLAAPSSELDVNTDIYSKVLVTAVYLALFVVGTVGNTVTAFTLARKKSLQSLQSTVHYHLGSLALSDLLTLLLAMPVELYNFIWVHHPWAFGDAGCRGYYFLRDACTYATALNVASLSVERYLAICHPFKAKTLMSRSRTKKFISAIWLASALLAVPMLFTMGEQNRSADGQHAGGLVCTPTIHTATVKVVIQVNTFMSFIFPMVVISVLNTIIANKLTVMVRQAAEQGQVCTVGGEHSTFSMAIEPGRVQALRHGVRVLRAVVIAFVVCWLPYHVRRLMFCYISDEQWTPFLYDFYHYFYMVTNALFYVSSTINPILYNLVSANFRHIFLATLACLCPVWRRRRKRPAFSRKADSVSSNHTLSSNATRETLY
LYP phosphatase – inhibitors of LYP phosphatase, biochemical, fluorescence intensity, uHTS (AID 1779); inhibition, % at 11.5 µM, or IC50 in µM where a hit was titrated; actives 0.054% (n = 290,000); Tyrosine-protein phosphatase non-receptor type 22 (Homo sapiens); recombinant LYP phosphatase, fluorescence intensity; higher % means a stronger effect; in the data active means inhibition above about 50%;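 further: plate controls were vehicle with enzyme for no effect and no enzyme for full effect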
Myeloid diff MLP – induction of myeloid progenitor differentiation, primary screen, cell-based, flow cytometry, MLPCN library. calls only at 10 µM. ER-HoxA9 myeloid progenitors, lysozyme-GFP differentiation. actives 1% (n = 360,000);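 active means normalized GFP-positive differentiation at or above the plate's own cutoff, the solvent-only control mean plus 3 SD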;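 further: cells exposed to compound for four days before flow analysis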
Siah-1 displacement – Siah-1 peptide-binding antagonists, primary screen, biochemical, fluorescence polarization, rhodamine-plectin, uHTS (AID 1817). E3 ubiquitin-protein ligase SIAH1 (Homo sapiens). Siah-1 / rhodamine-plectin peptide fluorescence polarization; higher % means a stronger effect. one-dose displacement, % at 20 µM; IC50 in µM for titrated hits. actives 0.02% (n = 290,000);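 active means displacement of at least 50% at 20 µM, with a fluorescence ratio check between 0.3 and a set limit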;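 further: plate controls were Siah plus tracer with DMSO for no effect and tracer alone without Siah for full effect; strong numbers were not always called active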
GPR55 antagonists – GPR55 antagonists blocking LPI-driven arrestin recruitment, primary screen, imaging, U2OS, beta-arrestin-GFP, LPI agonist (AID 2013). one-dose inhibition, % at 10 µM; IC50 in µM for titrated hits. G-protein coupled receptor 55 (Homo sapiens). U2OS GPR55 beta-arrestin-GFP translocation imaging, LPI antagonism; higher % means a stronger effect. actives 0.13% (n = 290,000);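 active means spots per cell inhibited over 60%, with over 100 cells counted and total cytoplasm intensity under 500,000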;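 further: U2OS cells stably carrying GPR55 and arrestin-GFP stimulated by 5 µM LPI near EC80; imaged beta-arrestin-GFP aggregate spots per cell after agonist stimulation; plate controls were LPI-stimulated DMSO wells for no effect and DMSO wells without LPI for full effect; some results filed as inactive read as strong as hits; confirmed hits need IC50 under 10 µM and bright autofluorescent wells are also inconclusive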
HIV peptide binding – inhibitors of HIV fusion peptide binding, primary screen, biochemical, uHTS, fluorescence dequenching (AID 1986); cell-free peptide binding, fluorescence dequenching, 30 min; higher % means a stronger effect; inhibition, % at 20 µM; hits with a dose series show IC50 in µM; actives 0.3% (n = 290,000); in the data active means inhibition mostly above about 52%, no sharp cut-off; inactive means mostly below about 76%; further: some results filed as inactive read as strong as hits
NTR1 ag cell count 20 µM – further read-out of NTR1 ag, marked with its call; cell count; measured here: cell count, cytotoxicity flag
Myeloid diff MLP GFP+ MAC1+ % – recorded beside Myeloid diff MLP, whose call it bears; GFP+ MAC1+ double positive, %; measured here: differentiation confirmed by MAC1 staining
* hit, by the source's call; i = inactive; . = no result given.

compound	Myeloid diff MLP GFP+ MAC1+ %	GPR55 antagonists	PhoP inhibition	HIV peptide binding	GPR35 arrestin U2OS	NTR1 ag	Myeloid diff MLP	Rac1 GTP hydrolysis	NTR1 ag cell count 20 µM	LYP phosphatase	Siah-1 displacement
Cc1cc(C(=O)CN2C(=O)c3ccccc3S2(=O)=O)c(C)n1CC1CCCO1 (configuration not stated)	0.5	2.1%	-5.5%	13.1%	0.9%	-0.1	i	6.0%	83	6.9%	1.1%
CN(C)C(=O)C1Cc2ccccc2CN1S(=O)(=O)c1ccc(F)cc1 (configuration not stated)	0.7	-0.2%	0.0%	0.0%	-3.5%	0.2	i	10.3%	81	-7.2%	-0.9%
CCOc1ccc(N2CCCCn3c2nc2c3c(=O)[nH]c(=O)n2C)cc1	.	13.6%	.	0.1%	0.1%	.	.	.	.	-3.9%	5.8%
CC(C)c1ccc(NC(=S)N2CCN(C)CC2)cc1	1.6	3.7%	-4.3%	-0.2%	5.5%	-0.3	i	-7.6%	61	0.2%	1.3%
CC(=O)c1ccc(N2CCN(c3ccc(C(F)(F)F)cn3)CC2)cc1	1.4	5.0%	-7.6%	0.3%	-1.5%	.	i	4.8%	.	-6.0%	5.4%
CCn1cc(C(=O)NCc2ccccc2F)c(=O)c2ccc(C)nc21	1.0	-6.1%	0.6%	-1.0%	-4.3%	1.2	i	.	56	-1.2%	5.8%
CCOc1ccccc1Oc1ccc(C(F)(F)F)cn1	0.9	3.5%	6.2%	-1.1%	0.3%	-1.9	i	16.5%	44	0.2%	2.8%
CCC(c1nnnn1CS(=O)(=O)c1ccc(C)cc1)N1CCC(C(N)=O)CC1 (configuration not stated)	0.5	6.6%	4.7%	-0.7%	12.4%	-0.7	i	-0.4%	44	-7.7%	-5.5%
COc1cc(C(=O)NCCC(=O)N2CCN(C)CC2)cc(OC)c1OC	0.4	12.8%	-8.2%	1.2%	3.5%	1.4	i	-7.9%	62	1.4%	1.1%
O=C(Cc1cccs1)NCc1cc(Cl)cc(Cl)c1	.	13.6%	3.1%	1.0%	14.6%	-1.3	.	3.5%	96	-10.3%	11.1%
Cc1cn(C2OC(COC(=O)c3ccccc3)C(O)C2O)c(=O)[nH]c1=O (configuration not stated)	3.5	-2.6%	-7.6%	0.3%	3.6%	-0.2	i	4.5%	53	-4.3%	4.6%
COc1ccc(NC(=O)C2CCC(CNS(=O)(=O)c3cccs3)CC2)cc1 (configuration not stated)	0.2	0.2%	-6.2%	20.8%	-13.4%	-1.3	i	7.0%	88	-8.9%	6.8%
COc1ccc(CNC(=O)Nc2cccc3ccccc23)cc1	1.2	-15.4%	-3.8%	-3.1%	-1.0%	-0.7	i	3.7%	45	-5.9%	-1.7%
Cc1ccc(S(=O)(=O)Cn2nnnc2C(c2ccc(F)cc2)N2CCC(C(N)=O)CC2)cc1 (configuration not stated)	0.6	-8.2%	3.4%	-1.9%	8.0%	-2.0	i	2.9%	89	-1.4%	3.7%
Cc1ccc(C)c(NC(=O)c2oc(=O)c3ccccc3c2-c2ccccc2)c1	0.3	-1.1%	1.9%	2.0%	-16.8%	8.4	i	6.8%	52	12.4%	3.0%
O=C(CCl)N1CCN(CC(=O)N2CCCC2)CC1	0.5	2.0%	-2.2%	0.3%	-4.7%	-0.8	i	5.2%	76	-9.3%	-2.3%
CCn1ccnc1CN(C)C(=O)c1cc(COc2c(F)cccc2F)on1	0.2	8.8%	-3.1%	9.9%	-13.2%	-1.2	i	9.3%	86	-9.6%	4.3%
Cc1ccc2[nH]c(=O)c(CN(C(=O)c3cccc([N+](=O)[O-])c3)C(C)C)cc2c1	0.4	2.4%	-8.2%	-2.5%	8.3%	5.2	i	8.0%	58	-3.9%	-3.6%
COc1ccc(-c2nnc(SCc3ccccn3)n2C)cc1	0.9	14.0%	3.7%	-1.5%	-15.6%	-2.6	i	0.2%	92	-3.5%	2.2%
O=C(N/N=C/c1ccccc1)C(=O)N/N=C/c1ccccc1	1.0	14.3%	-0.1%	-1.5%	1.0%	-1.3	i	-0.8%	55	-14.0%	0.8%
Cc1c(NC(=O)COC(=O)c2cc3c4ccccc4n(C)c3s2)c(=O)n(-c2ccccc2)n1C	1.5	10.0%	-0.8%	1.1%	10.8%	3.2	i	4.7%	48	-5.0%	-5.1%
C=C1CCN([C@@H](Cc2ccccc2)C(=O)NCc2ccccc2)S(=O)(=O)c2ccccc21	1.1	.	-2.6%	.	.	-2.1	i	3.3%	92	.	.
O=S(=O)(c1cccc(-c2csc(-c3cccnc3)n2)c1)N1CCOCC1	0.2	-13.8%	1.7%	1.3%	1.5%	0.4	i	6.1%	50	-4.7%	1.5%
CC1CC(C)(C)NC(=S)N1CCCC(=O)Nc1ccc2c(c1)OCCO2 (configuration not stated)	0.6	-6.7%	0.8%	-0.9%	-11.0%	-1.0	i	-6.0%	50	-6.0%	-6.7%
CN(c1ccccc1)S(=O)(=O)c1ccc(Cl)c(C(=O)OCC(=O)NC2CCS(=O)(=O)C2)c1 (configuration not stated)	0.1	2.8%	-3.8%	-1.2%	7.6%	0.4	i	10.0%	81	-5.1%	-3.4%
CCOc1ccccc1Oc1cn[nH]c1-c1ccc(OC)cc1O	1.3	13.0%	12.8%	-1.8%	16.2%	5.3	i	12.2%	37	-3.1%	2.1%
COCCCNC(=O)CSc1c2c(nc3ccc(Cl)cc13)CCCC2	0.3	10.5%	0.9%	0.1%	3.1%	-1.1	i	16.8%	84	-1.9%	4.1%
O=C(Nc1ccc(S(=O)(=O)C(F)F)cc1)c1cccc(S(=O)(=O)N2CCOCC2)c1	0.7	10.0%	-8.1%	1.6%	-9.5%	-0.9	i	13.0%	47	1.7%	8.3%
CCOC(=O)c1ccccc1NC(=S)N1CCN(C2CCCCC2)CC1	0.3	6.2%	-0.6%	0.9%	-3.1%	2.3	i	13.2%	61	-7.0%	-3.1%
O=C(NCc1ccc(F)cc1)C1CCC(CNc2c(N3CCOCC3)c(=O)c2=O)CC1 (configuration not stated)	0.9	17.3%	-13.0%	1.3%	-6.1%	0.4	i	15.8%	70	-5.3%	5.0%
CCOC(=O)CNC(=O)CSc1nnc(-c2ccccc2)n1Cc1ccco1	1.9	13.0%	-0.9%	4.1%	13.1%	0.0	i	4.3%	46	-5.0%	-5.8%
O=c1c2cc(N3CCOCC3)ccc2[nH]c(=S)n1CC1CCCO1 (configuration not stated)	1.8	3.9%	14.1%	0.9%	-3.6%	-1.4	i	3.0%	85	0.0%	1.0%
O=C1c2ccccc2C(=O)N1CC1=NCCc2ccccc21	1.1	1.1%	2.1%	-1.4%	1.9%	2.1	i	1.1%	62	-5.9%	25.0%
COc1ccc(Cl)cc1NC(=S)NCc1ccc(S(N)(=O)=O)cc1	1.1	6.8%	3.3%	2.5%	-4.1%	-2.3	i	2.5%	52	-0.8%	0.7%
CC1Oc2ccccc2C=C1/C=N/NC(=O)c1ccncc1 (configuration not stated)	0.9	2.4%	-8.4%	1.3%	-9.5%	-0.5	i	12.3%	51	-1.9%	4.8%
O=C(NC1CCCCC1)C1CN(S(=O)(=O)c2ccccc2)CCN1S(=O)(=O)c1ccccc1 (configuration not stated)	0.4	-8.8%	0.1%	0.8%	6.4%	1.4	i	6.0%	86	-0.9%	3.5%
CCn1c(SCC(=O)N2CCN(c3ccc(Cl)cc3)CC2)nc2ccccc2c1=O	0.5	5.7%	-14.2%	-3.3%	-21.2%	1.1	i	2.7%	68	-8.7%	1.5%
CSc1nccc(N2CCN(c3ccc(F)cc3)CC2)n1	0.2	-10.0%	4.5%	-2.7%	12.9%	1.3	i	-0.5%	94	-1.8%	3.9%
CCn1ncc([C@@H]2C[C@H]3CN(Cc4cccc(Cl)c4)C(=O)[C@]34CCCN24)c1C	0.2	8.8%	-9.3%	4.5%	7.0%	-0.8	i	.	62	-12.3%	3.5%
O=C1c2ccccc2C(=O)N1Cc1cnc(N2CCN(c3ccccc3)CC2)s1	1.2	-2.7%	-2.3%	-0.6%	1.6%	0.8	i	8.9%	60	0.1%	3.4%
CC(C)(C)c1csc(NC(=O)c2ccc3nccnc3c2)n1	1.1	-6.6%	-0.4%	2.0%	-3.9%	2.3	i	18.1%	33	0.5%	-2.3%
Cc1cccc(NCc2ccccc2O)c1	1.1	4.8%	5.4%	-4.6%	-8.1%	1.5	i	13.2%	37	-4.2%	2.2%
COC(=O)C1=CN(C(C)c2ccccc2)C=C(C(=O)OC)C1c1cc(OC)c(OC)c(OC)c1 (configuration not stated)	0.7	-2.4%	5.2%	-1.1%	0.4%	1.2	i	5.6%	47	-9.9%	-3.9%
Cn1c(=O)c(-[n+]2ccccc2)c([O-])c2ccccc21	0.2	-0.1%	2.1%	0.8%	4.0%	-1.2	i	-1.2%	41	-7.1%	-0.4%
